Assay outcomes deposited in PubChem BioAssay by several laboratories.
RmlC RmlD mix: inhibitors of RmlC and RmlD coupled enzymes. RmlC/RmlD coupled enzyme inhibition, 384-well mixture HTS. inhibition, % at 5.5 µM. 0.39% of 110,000 active. AID 1532; in the data active means inhibition above about 30%, passing the limit was not always enough; further: strong numbers were not always called active
RT RNaseH block: inhibitors of HIV-1 reverse transcriptase RNase H; RT-RNase H RNA/DNA duplex cleavage, fluorescence; inhibition, % at 10 µM; 1.9% of 65,000 active; in the data active means inhibition above about 50%
* marks the source's active call; other numbers are inactive results. The list is partial; rates above refer to the full screens.

O=C(OCC(=O)N1CCCC1)c1ccccc1OCc1ccccc1 was read as RmlC RmlD mix -44 and RT RNaseH block -22.
For CC1(C)CC(=O)C2=C(C1)NC(SCC(=O)Nc1ccccc1)=C(C#N)C2c1ccco1 (stereo not given) the results were RT RNaseH block -3.
For N#C/C(=C\C1CC=CCC1)c1nc2ccccc2[nH]1 (stereo not given) the results were RmlC RmlD mix 6 and RT RNaseH block -23.
Cc1cccc(N2C(=O)C(Cl)=C(Nc3c(C)n(C)n(-c4ccccc4)c3=O)C2=O)c1C was read as RmlC RmlD mix 17.
COc1ccc(C2SCC(=O)Nc3c2c(=O)[nH]n3C2CCCCCC2)cc1 (stereo not given) was read as RmlC RmlD mix 25 and RT RNaseH block -1.
For CCOc1ccc(C2=CS/C(=C(\C#N)c3nnc4n3CCCCC4)N2CC)cc1 the results were RmlC RmlD mix 35.
For CCOC(=O)C1=C(C)N(C)C2(C)CC1c1ccccc1O2 (stereo not given) the results were RmlC RmlD mix -12 and RT RNaseH block 3.
Cc1ccc(CN(C(=O)c2sc3ccccc3c2Cl)C2CCS(=O)(=O)C2)cc1 (stereo not given) was read as RmlC RmlD mix -10.
Screening CC(C)(C)OC(=O)NCCCC[C@@H](C(=O)N1CCN(C(=O)OC(C)(C)C)CC1)n1cc(C(CO)NC(=O)OC(C)(C)C)nn1 (stereo not given in full) returned RmlC RmlD mix -8.
CCOC(=O)c1cc(C)n(-c2c(C)n(C)n(-c3ccccc3)c2=O)c1C was read as RmlC RmlD mix -11 and RT RNaseH block -34.
For Brc1ccc(-c2nnc(-c3ccccc3Br)o2)cc1 the results were RmlC RmlD mix 18 and RT RNaseH block -11.
Screening Cc1ccc(C(=O)Nc2cccc(C(=O)O)c2)cc1S(=O)(=O)N1CCOCC1 returned RmlC RmlD mix 3.
Cc1ccc(NC(=O)c2ccc(CSc3ccccn3)cc2)cc1 was read as RmlC RmlD mix -8.
Screening Cc1oc(CC(C)C)cc1C(=O)Nc1cccc2ccccc12 returned RmlC RmlD mix -5.
Screening Cc1cccc(NC(=O)CSc2nnc(-c3ccco3)o2)c1 returned RmlC RmlD mix -10.
Screening CCC(=O)N1CCN(CCN=CC2=C(O)CC(C)(C)CC2=O)CC1 returned RmlC RmlD mix 4 and RT RNaseH block -9.
`COC(=O)C1=C(COc2ccccc2)NC(=O)NC1c1ccc(Cl)cc1` (stereo not given) gave RmlC RmlD mix 6.
CC(=O)C1=C(C)N=c2s/c(=C/c3ccc4c(c3)OCO4)c(=O)n2C1c1ccc(N(C)C)cc1 (stereo not given) was read as RT RNaseH block 45.
`COc1ccc2[nH]c(C)c(CCN(Cc3cccs3)C(=S)Nc3ccccc3)c2c1` gave RmlC RmlD mix -13.
`O=C(N/C(=C\c1ccc2c(c1)OCO2)C(=O)N1CCOCC1)c1cccs1` gave RmlC RmlD mix 3.
For CC(C)CNC(=O)COc1ncnc2ccccc12 the results were RmlC RmlD mix -11.
CC(OC(=O)c1cc(=O)[nH]c2ccccc12)c1ccccc1 (stereo not given) was read as RmlC RmlD mix -7 and RT RNaseH block -80.
`Cc1sc2nc(COC(=O)Cc3ccccc3)[nH]c(=O)c2c1C` gave RmlC RmlD mix -7.
Screening Cc1ccc(C2CC(c3ccccc3)n3ncnc3N2)cc1 (stereo not given) returned RmlC RmlD mix 5 and RT RNaseH block -15.
`CC1CC(C)CN(C(=O)c2ccccc2Nc2ccc(SC(F)F)cc2)C1` (stereo not given) gave RmlC RmlD mix -5.
Screening CCOC(=O)CCNC(=O)Nc1ccc2nc(C)n(Cc3cccc(Cl)c3)c(=O)c2c1 returned RmlC RmlD mix 5 and RT RNaseH block -8.
Screening Cc1cccc(-n2cnc3cc(C(=O)N4CCCCC4)ccc32)c1 returned RmlC RmlD mix 8 and RT RNaseH block -6.
`CNC(C)C#Cc1ccc2sc3cc(OC)c(OC)cc3c(=O)c2c1` (stereo not given) gave RmlC RmlD mix 2.
CC1CCc2c(nc3ncnn3c2N2CCN(c3ccccc3)CC2)C1 (stereo not given) was read as RmlC RmlD mix 5 and RT RNaseH block -5.
COc1ccccc1C(=O)Nc1cc2ccccc2oc1=O was read as RmlC RmlD mix 2.
`CCOC(=O)CN(C(=O)CSc1nnc(CNc2ccc(F)cc2)n1CC)c1ccc(F)cc1` gave RmlC RmlD mix 103.
`O=C(CSc1ncnc2c1oc1ccccc12)Nc1ccccc1C(F)(F)F` gave RmlC RmlD mix -3 and RT RNaseH block -5.
`COC(=O)c1c(CSc2ccc(Cl)cc2)noc1C(=O)NCc1ccco1` gave RmlC RmlD mix -10.
For O=S(=O)(c1ccc(NCC2CCCCC2)nc1)N1CCOCC1 the results were RmlC RmlD mix 7 and RT RNaseH block -14.
c1cncc(Nc2nc(-c3cccnc3)cs2)c1 was read as RmlC RmlD mix 12 and RT RNaseH block -32.
`COc1ccc(CNC(=O)C2CCC(CNc3c(N4CCOCC4)c(=O)c3=O)CC2)cc1` (stereo not given) gave RmlC RmlD mix 7.
For CC(C)c1ccc(OCC(=O)Nc2cccc3c2CCCC3)cc1 the results were RmlC RmlD mix 17.
O=C(CSc1nnc(-c2ccc(F)cc2)o1)Nc1ccccc1N1CCOCC1 was read as RmlC RmlD mix -9.
`Cc1n[nH]c(=S)n1/N=C/c1ccc(Br)o1` gave RmlC RmlD mix 4.
`CC1CCc2c(sc(NC(=O)Cn3nc(C(F)(F)F)c4c3CCCCC4)c2C#N)C1` (stereo not given) gave RmlC RmlD mix -3.
For Cc1ccc2c(c1)c1c(n2CC(O)Cn2ccnc2C)C(=O)CCC1 (stereo not given) the results were RmlC RmlD mix 25.
For CCOC(=O)Cc1csc(NC(=O)c2c(O)c3ccccc3n(C)c2=O)n1 the results were RT RNaseH block -2.
For CN(CC(=O)Nc1cccnc1)S(=O)(=O)c1cc(Cl)ccc1Cl the results were RmlC RmlD mix 6 and RT RNaseH block -8.
COc1ccc(C2CC(C(F)(F)F)n3ncc(C(=O)Nc4cccc(O)c4)c3N2)cc1OC (stereo not given) was read as RmlC RmlD mix 4 and RT RNaseH block 6.
Screening COc1cccc(/C=N/n2c(-c3ccco3)nc3ccccc3c2=O)c1 returned RmlC RmlD mix -7 and RT RNaseH block -13.
`CC(=O)N(Cc1cccnc1)Cc1cc2ccc(C)cc2[nH]c1=O` gave RmlC RmlD mix 12 and RT RNaseH block 2.
Screening Cc1ccc(C(C(=O)NC2CCCCC2)N(C(=O)Cc2c[nH]c3ccccc23)c2ccccc2)o1 (stereo not given) returned RmlC RmlD mix 2.
Screening CCCC1(c2ccccc2)NC(=O)N(CC(=O)Nc2sc(-c3ccccc3)cc2C(=O)OCC)C1=O (stereo not given) returned RmlC RmlD mix -6.
CN(C)c1nc(NS(=O)(=O)c2ccc(Cl)cc2)nc(N(C)C)n1 was read as RmlC RmlD mix 3 and RT RNaseH block -1.
For O=C(Cn1c(=O)n(CC2CCCO2)c(=O)c2ccccc21)c1ccc(Cl)c(Cl)c1 (stereo not given) the results were RmlC RmlD mix -9.
For CCO[C@@H]1OC(C(=O)N2CCOCC2)=C[C@H](c2cn(C(C)=O)c3ccccc23)[C@H]1CCCO the results were RmlC RmlD mix -9.
Screening Cc1ccc2cc(CN(CCO)Cc3nnnn3Cc3ccc(F)cc3)c(=O)[nH]c2c1 returned RmlC RmlD mix -6 and RT RNaseH block -11.
`CCCN(CCC)C(=O)Cn1c(=O)n(CCC(=O)NCCc2ccccc2)c(=O)c2ccccc21` gave RmlC RmlD mix -18.
Screening CC(C)(C)[C@H]1C=C(C(=O)N2CCOCC2)O[C@@H](OCc2ccc(CO)cc2)C1 returned RmlC RmlD mix 2.
Screening COc1cccc(CN(Cc2ccco2)S(=O)(=O)c2ccc(S(=O)(=O)NCc3ccccc3)cc2)c1OC returned RmlC RmlD mix -5.
COc1ccc(Cc2nc(-c3cccc(C)c3)no2)cc1 was read as RmlC RmlD mix 14.
COc1ccc(NC(=O)Nc2nnc(N3CCC(C)CC3)s2)cc1OC was read as RT RNaseH block -5.
Screening CCOC(=O)c1cc(NC(=O)c2cnccn2)cc(C(=O)OCC)c1 returned RmlC RmlD mix 55 and RT RNaseH block 12.
Screening O=C(c1ccccc1Oc1ccccc1)N1CCN(c2ccccc2)CC1 returned RmlC RmlD mix 17 and RT RNaseH block 22.
COc1ccc(C(=O)NC(CO)c2nnc(SCc3ccc(Cl)c(Cl)c3)n2C)cc1 (stereo not given) was read as RmlC RmlD mix -3.

Gathered by group, the entries above with a CF3 group.
`O=C(CSc1ncnc2c1oc1ccccc12)Nc1ccccc1C(F)(F)F` gave RmlC RmlD mix -3 and RT RNaseH block -5.
`CC1CCc2c(sc(NC(=O)Cn3nc(C(F)(F)F)c4c3CCCCC4)c2C#N)C1` (stereo not given) gave RmlC RmlD mix -3.
COc1ccc(C2CC(C(F)(F)F)n3ncc(C(=O)Nc4cccc(O)c4)c3N2)cc1OC (stereo not given) was read as RmlC RmlD mix 4 and RT RNaseH block 6.

Structural class: the entries above with an aryl thioether with sulfur outside any ring (8)
Cc1ccc(NC(=O)c2ccc(CSc3ccccn3)cc2)cc1 was read as RmlC RmlD mix -8.
Screening Cc1cccc(NC(=O)CSc2nnc(-c3ccco3)o2)c1 returned RmlC RmlD mix -10.
`CC1CC(C)CN(C(=O)c2ccccc2Nc2ccc(SC(F)F)cc2)C1` (stereo not given) gave RmlC RmlD mix -5.
`CCOC(=O)CN(C(=O)CSc1nnc(CNc2ccc(F)cc2)n1CC)c1ccc(F)cc1` gave RmlC RmlD mix 103.
`O=C(CSc1ncnc2c1oc1ccccc12)Nc1ccccc1C(F)(F)F` gave RmlC RmlD mix -3 and RT RNaseH block -5.
`COC(=O)c1c(CSc2ccc(Cl)cc2)noc1C(=O)NCc1ccco1` gave RmlC RmlD mix -10.
O=C(CSc1nnc(-c2ccc(F)cc2)o1)Nc1ccccc1N1CCOCC1 was read as RmlC RmlD mix -9.
COc1ccc(C(=O)NC(CO)c2nnc(SCc3ccc(Cl)c(Cl)c3)n2C)cc1 (stereo not given) was read as RmlC RmlD mix -3.

New compounds follow.
For Cc1cc(NC(=O)c2cccs2)n(-c2ccccc2)n1 the results were RmlC RmlD mix -6.
For CNC(=O)c1cc2c(cn1)[nH]c1ccccc12 the results were RmlC RmlD mix 3.
COc1ccc(C(=O)CN2C(=O)C(C)(C)Oc3ccc(C(=O)N4CCCCCC4)cc32)cc1 was read as RmlC RmlD mix 0 and RT RNaseH block -1.
COc1ccccc1-c1nnc(SCC(=O)N2CC(C)CC(C)C2)o1 (stereo not given) was read as RmlC RmlD mix -14 and RT RNaseH block -4.
Screening Cc1ccc(NC2OC(C(O)CO)C(O)C2O)cc1[N+](=O)[O-] (stereo not given) returned RmlC RmlD mix -8.
For Cc1ccc(/C=N/NC(=O)Cn2nc(C)c(Br)c2C)o1 the results were RmlC RmlD mix -6.
COc1ccc(N2CCN(CCCNC(=O)CN3CCN(Cc4ccccc4C)C3=O)CC2)cc1 was read as RT RNaseH block -5.
Screening CC1CCCCC1NC(=O)CSc1nnc(COc2ccccc2Cl)o1 (stereo not given) returned RmlC RmlD mix 2 and RT RNaseH block 2.
For COc1ccccc1C(OC(=O)c1ccco1)C(=O)NC(C)(C)C (stereo not given) the results were RmlC RmlD mix -12 and RT RNaseH block 4.
`COc1ccc(Oc2nnc(-c3ccccc3)cc2C#N)cc1` gave RmlC RmlD mix 0.

The last 2 entries of the part above lead into the next:
For COc1ccccc1C(OC(=O)c1ccco1)C(=O)NC(C)(C)C (stereo not given) the results were RmlC RmlD mix -12 and RT RNaseH block 4.
`COc1ccc(Oc2nnc(-c3ccccc3)cc2C#N)cc1` gave RmlC RmlD mix 0.
Screening O=C(c1ccco1)N1CCN(c2nc(-c3ccc(F)cc3)cs2)CC1 returned RmlC RmlD mix 0.
`CCOc1ccc(N(CC(=O)Nc2cccc(OC)c2)S(=O)(=O)c2c(C)noc2C)cc1` gave RmlC RmlD mix -18 and RT RNaseH block 5.
`CCN(C(=O)c1cc(Cl)ccc1OC)c1ccccc1` gave RmlC RmlD mix -10 and RT RNaseH block -9.
For O=C1CC(N2CCN(C/C=C/c3ccccc3)CC2)C(=O)N1Cc1cccs1 (stereo not given) the results were RmlC RmlD mix -8 and RT RNaseH block 5.
`O=C(CSc1nc2ccccc2[nH]1)N1CCCCC1` gave RmlC RmlD mix 14 and RT RNaseH block -13.
COc1ccc(NC(=O)Cn2c(=O)n(CC(=O)NCc3ccco3)c(=O)c3ccccc32)cc1 was read as RmlC RmlD mix -7.
`CSc1nc(N)nc(-c2cccs2)c1C#N` gave RmlC RmlD mix 17.
For O=c1[nH]cnc2c1sc1nc3c(c(-c4ccc(Cl)cc4)c12)CCC3 the results were RmlC RmlD mix -7.
`Cc1ccc(N(Cc2ccco2)C(=O)c2cccc(S(=O)(=O)N(C)C)c2)cc1` gave RmlC RmlD mix -1 and RT RNaseH block -43.
CCOC(=O)CCCSc1nc2sc3c(c2c(=O)[nH]1)CCC3 was read as RmlC RmlD mix 4.
Screening CCCCNC(=O)NNC(=O)c1ccoc1C returned RmlC RmlD mix -13.
For CCNC(=O)CN(CCc1ccccc1)S(=O)(=O)c1ccc(OC)cc1 the results were RmlC RmlD mix -13.
`CCN(C(=O)Cc1cccs1)c1nnc(-c2cc(OC)c(OC)c(OC)c2)s1` gave RmlC RmlD mix -17 and RT RNaseH block -20.
Cc1ccn(C(=O)c2ccc(NC(=O)C3CCCCC3)cc2)n1 was read as RmlC RmlD mix 6 and RT RNaseH block -2.
O=C(CN1C(=O)NC2(CCSC2)C1=O)N1CCN(c2ccc(F)cc2)CC1 (stereo not given) was read as RmlC RmlD mix 7 and RT RNaseH block 5.
Screening Nc1cc(OC(=O)c2cccs2)nn1S(=O)(=O)c1ccccc1 returned RmlC RmlD mix 13 and RT RNaseH block 5.
`NC(=O)CC1SC(N)=NC1=O` (stereo not given) gave RmlC RmlD mix -14.
Screening Cc1ccc(N2C(=O)c3ccccc3C2Nc2ccc(S(=O)(=O)N3CCOCC3)cc2)nc1 (stereo not given) returned RmlC RmlD mix 15.
Screening COc1ccc(NC(=O)CSc2nc3c(c(=O)n2-c2ccccc2OC)SCC3)cc1 returned RmlC RmlD mix -8 and RT RNaseH block -8.
O=S(=O)(Cc1ccccc1)Nc1ccc(S(=O)(=O)NCC2CCCO2)cc1 (stereo not given) was read as RmlC RmlD mix 6 and RT RNaseH block -6.
